Screening data: PubChem BioAssay, National Center for Advancing Translational Sciences (NCATS)
TRb SRC2 PPI: inhibitors of human thyroid hormone receptor beta-SRC2 interaction. P10828. TRbeta-SRC2 peptide binding, fluorescence polarization; receptor liganded with 1 µM T3. Potency, µM (highest dose often 106 µM), for the others: top-dose activity change, negative = inhibition, actives largely listed as inhibitors. 280,000 tested, 0.065% active. AID 1469;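 also: plate controls were bound peptide for no effect and peptide without receptor for full effect; nearly all actives have a fitted effect of over 50% in size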
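Binding of a 20-amino-acid Texas Red SRC2 peptide (20 nM) to TRb ligand-binding domain (0.6 uM) with agonist T3 at 1 uM was followed by fluorescence polarization after a 5 hr room-temperature incubation.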
Tau fluor counter: counter-screen for tau fibril formation inhibitors; tau K18 P301L Alexa594 fluorescence, heparin fibrillization; Potency, µM (highest dose often 57.7 µM), without a hit: at the top dose activity change, negative = decrease; 280,000 tested, 0.93% active; AID 1463; also: % is scaled to controls: 0 for no effect and ±100 for the full control effect; nearly all actives have a fitted effect of over 55% in size
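Human tau K18 P301L (15 uM unlabeled, 0.24 uM Alexa 594-labeled) in 100 mM sodium acetate pH 7 with 20 uM heparin, 6 hr at 37 C. ThT 30 uM added, 1 hr ambient; Alexa 594 FP and total fluorescence read at 555/632 nm.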
HTT ATP protect: cytoprotection in Huntington HTT-Q103 PC12 cell model; PC12 HTT-Q103 induced, cytoprotection, ATP luminescence, 40 h; Potency, µM (series often up to 56.4 µM), for inactives: cytoprotection (ATP increase), usual class: activators; 230,000 tested, 0.14% active; AID 1471;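 also: % of control where 0% means no effect; nearly all actives have a fitted effect of over 45% in size; toxic huntingtin expression switched on by the ecdysone agonist tebufenozide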
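Compounds added alongside 100 nM tebufenozide, which induces toxic Q103 huntingtin exon 1-GFP in stable PC12 cells; surviving cells quantified by luminescent ATP measurement. Medium: phenol red-free DMEM, 5% equine and 5% calf serum.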
Tau fibril FP: inhibitors of human tau fibril formation; Potency, µM (top dose mostly 57.7 µM), inactives show at the highest dose activity, negative = inhibition, usual class: inhibitors; 280,000 tested, 0.39% active; P10636; K18 P301L tau heparin fibrillization, Alexa594 FP, 6 h; also: % is scaled to controls: 0 for no effect and ±100 for the full control effect; nearly all actives have a fitted effect of over 55% in size
Target sequence (P10636 561-689 P618L limits assumed): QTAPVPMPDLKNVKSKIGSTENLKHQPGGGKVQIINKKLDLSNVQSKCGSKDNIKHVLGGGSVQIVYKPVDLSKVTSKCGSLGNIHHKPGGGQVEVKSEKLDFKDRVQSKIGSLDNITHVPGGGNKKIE
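FP of Alexa 594-tau after heparin (20 uM) induction. Substrate: human K18 P301L, 15 uM unlabeled, 0.24 uM labeled. Buffer 100 mM sodium acetate pH 7. 6 hr, 37 C.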
RECQ1 helicase: inhibitors of human RECQ1 DNA helicase | P46063 | RECQ1 DNA unwinding, red fluorescence kinetic read | Potency, µM (series often up to 57.3 µM), inactives show top-dose activity, negative = inhibition, usual class: inhibitors | 240,000 tested, 0.54% active;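 also: plate controls were vehicle for no effect and no enzyme for full effect; nearly all actives have a fitted effect of over 30% in size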
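RECQ1T1 50 nM; forked duplex (20 bp + 30-nt ss tails) 200 nM, ATP 2 mM final; pH 8.0, 2 mM MgCl2, 2.5 ug/ml poly(dI-dC); 15 min compound preincubation; discontinuous kinetic read over 2 h at RT.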
Tau ThT inhib: blocks human tau fibril formation measured by thioflavin T; recombinant tau K18 P301L (four-repeat tau fragment), heparin-induced fibrillization, ThT fluorescence; Potency, µM (top dose mostly 57.4 µM), for inactives: at the highest dose activity, negative = inhibition, actives largely listed as inhibitors; 270,000 tested, 2.1% active; AID 1460; also: % is scaled to controls: 0 for no effect and ±100 for the full control effect; nearly all actives have a fitted effect of over 55% in size
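Heparin-induced (20 uM) aggregation of recombinant human K18 P301L tau, 15 uM unlabeled with 0.24 uM labeled, pH 7 acetate buffer, 6 hr at 37 C with compound. Fibrils quantified by 30 uM ThT fluorescence after 1 hr ambient incubation.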
TR SRC2 fluor cs: Texas Red fluorescence interference in TRb-SRC2 counter-screen | 280,000 tested, 0.29% active | TRb/SRC2 Texas Red total fluorescence interference | Potency, µM (doses to about 106 µM), without a hit: at the top dose fluorescence change, negative = quenching; active = well fitted curve in either direction with a large enough effect; inconclusive = small, poorly fitted or top-dose-only effect; also: % is scaled to controls: 0 for no effect and ±100 for the full control effect
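Flags fluorescent or light-absorbing compounds by total fluorescence, S + 2P, at 555 nm excitation and 632 nm emission. Mixture: 20 nM Texas Red SRC2 peptide, 0.6 uM human TRb LBD, 1 uM T3, 5% DMSO; compound exposure 5 h at ambient temperature.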
L3MBTL1 inh: inhibitors of human L3MBTL1 | Potency, µM (doses to about 57.1 µM), without a hit: at the top dose activity, negative = inhibition, usual class: inhibitors | AlphaScreen L3MBTL1–H3K9me1 peptide binding | 230,000 tested, 0.66% active | Q9Y468; also: % is scaled to controls: 0 for no effect and ±100 for the full control effect; nearly all actives have a fitted effect of over 60% in size
Target sequence (Q9Y468 whole entry, looked up): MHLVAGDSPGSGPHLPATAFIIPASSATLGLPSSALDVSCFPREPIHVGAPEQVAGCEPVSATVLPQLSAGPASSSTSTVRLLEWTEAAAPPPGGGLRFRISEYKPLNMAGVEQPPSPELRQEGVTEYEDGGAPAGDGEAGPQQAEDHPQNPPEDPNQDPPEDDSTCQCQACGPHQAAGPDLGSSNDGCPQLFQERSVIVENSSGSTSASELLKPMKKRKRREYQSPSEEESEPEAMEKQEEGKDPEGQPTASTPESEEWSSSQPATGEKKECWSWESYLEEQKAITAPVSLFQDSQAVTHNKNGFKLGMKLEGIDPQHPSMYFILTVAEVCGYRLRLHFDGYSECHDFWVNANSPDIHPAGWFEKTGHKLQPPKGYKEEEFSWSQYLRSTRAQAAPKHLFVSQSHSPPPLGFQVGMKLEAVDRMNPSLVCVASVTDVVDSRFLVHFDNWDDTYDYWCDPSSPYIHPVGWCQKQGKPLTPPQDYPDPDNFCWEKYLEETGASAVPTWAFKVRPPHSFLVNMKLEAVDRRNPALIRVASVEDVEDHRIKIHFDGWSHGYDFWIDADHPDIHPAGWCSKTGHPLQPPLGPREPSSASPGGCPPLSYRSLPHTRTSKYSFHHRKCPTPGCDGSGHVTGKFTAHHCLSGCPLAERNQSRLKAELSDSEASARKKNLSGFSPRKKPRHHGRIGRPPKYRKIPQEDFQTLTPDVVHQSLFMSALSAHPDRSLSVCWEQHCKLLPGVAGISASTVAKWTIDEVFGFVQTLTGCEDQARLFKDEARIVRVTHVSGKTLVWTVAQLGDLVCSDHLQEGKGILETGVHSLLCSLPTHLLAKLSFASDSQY
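AlphaScreen assay: L3MBTL1 (50 nM final) was preincubated 30 min at room temperature with biotinylated H3(1-15)K9me1 peptide (75 nM final), then 30 min with library compounds; streptavidin donor and nickel chelate acceptor beads (10 ug/mL final) added, 30 min dark.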
Starred values were filed as active, the others as inactive; i = inactive; ? = inconclusive; / = not tested or not shown; & = joins results of further samples; [ ] = dose if it differs, or a comment. Unless noted, calls follow the shape of the dose curve; as a rule, active = well fitted curve in the direction sought with a large enough effect; inconclusive = small, poorly fitted or top-dose-only effect, or another doubt; inactive = no such curve, though single readings can be large; an effect the other way counts as inactive or inconclusive. Potency is read from the fitted curve at half-maximal effect. This is a subset; rates above refer to the full screens.

SMILES	TRb SRC2 PPI	Tau fluor counter	HTT ATP protect	Tau fibril FP	RECQ1 helicase	Tau ThT inhib	TR SRC2 fluor cs	L3MBTL1 inh
CC(=O)/C(=N\Nc1ccc(C)cc1)N1CCOCC1	-1%	-18%	-21%	0%	i	-14%	3%	-2%
Cc1cc(-c2n[nH]c(=S)n2/N=C/c2c[nH]c3ccccc23)n[nH]1	4%	-12%	-12%[10 µM]	-9%	i	-19%	0%	-10%
CCNC(=S)N(CCc1c(C)[nH]c2ccccc12)Cc1cc(OC)c(OC)c(OC)c1	8%	?	/	13%	i	-20%	-2%	-15%
Cc1onc(-c2ccccc2)c1C(N)=O	3%	-1%	-8%[10 µM]	-10%	-2%	0%	-3%	3%
COc1ccc(NC(=O)C(CCS(C)(=O)=O)N2C(=O)c3ccccc3C2=O)cc1 (configuration not stated)	-4%	-4%	4%	1%	-9%	-2%	0%	/
CCN(CC)C(=O)CSc1nc2cc3c(cc2c(=O)n1Cc1ccco1)OCO3	6%	1%	-7%	-3%	i	7%	-1%	/
Oc1cccc2ccc(/C=C/c3cccs3)nc12	8%	?	-13%[10 µM]	-12%	-9%	?	4%	/
CCOC(=O)c1cc2c(=O)n3ccccc3nc2n(CC2CCCO2)c1=NC(=O)c1ccccc1OCC (configuration not stated)	-6%	-27%	/	-11%	/	-9%	-1%	/
CCN(CC)C(=O)Oc1ccc2ccccc2c1Cl	1%	-10%	2%[0.074 µM]	-3%	-3%	-15%	1%	23%
CC(=O)Nc1ccc(OC(=O)c2cc3ccccc3oc2=O)cc1	1%	-14%	5%[10 µM]	5%	-7%	?	-5%	9%
COc1cc(NC(=O)c2cc(Cl)nnc2Cl)cc(OC)c1OC	10%	-3%	21%	0%	i	0%	-1%	0%
C=CCSc1nnc(NC(=O)CSc2nc3ccccc3o2)s1	-28%	-8%	19%[10 µM]	3%	-16%	-15%	0%	4%
Cc1ccc(Nc2nc(N)nc(CN3CCN(Cc4ccc5c(c4)OCO5)CC3)n2)cc1C	1%	-10%	/	-3%	i	-9%	1%	-13%
Cc1cc(Nc2ccccc2C)c2cccc(C)c2n1	0%	-5%	/	4%	/	-1%	7%	/
CCN=C(NCC)SC1CC(=O)N(c2ccccc2)C1=O (configuration not stated)	2%	-2%	-31%	-14%	-4%	6%	-3%	-2%
CNS(=O)(=O)c1cccc(C(=O)OCC(=O)Nc2ccccc2OC(F)F)c1	1%	-9%	-7%	0%	8%	-5%	0%	-6%
Cc1cc(C)nc(/N=C(/NC(=O)Nc2ccc(Cl)c(Cl)c2)Nc2ccccc2)n1	-6%	-2%	19%[10 µM]	4%	-1%	1%	-27%	9%
COc1ccccc1-c1n[nH]c(=S)n1N	5%	-7%	2%	-2%	i	-6%	4%	/
Cn1c(=O)c(=O)n(C)c2cc(S(=O)(=O)N3CCN(c4ccc(F)cc4)CC3)ccc21	-7%&2%	7%&-8%	/	1%&4%	8%	?	-4%&-4%	-6%
Cc1ncc([N+](=O)[O-])n1CCOC(=O)c1cc(Cl)cc(Cl)c1N	2%[53 µM]	-30%	-4%[10 µM]	4%	-28%	?	-3%[53 µM]	?

Single records (already shown).
CCOC(=O)c1cc2c(=O)n3ccccc3nc2n(CC2CCCO2)c1=NC(=O)c1ccccc1OCC (configuration not stated) as listed: TRb SRC2 PPI: -6%; Tau fluor counter: -27%; HTT ATP protect: /; Tau fibril FP: -11%; RECQ1 helicase: /; Tau ThT inhib: -9%; TR SRC2 fluor cs: -1%; L3MBTL1 inh: /
CCNC(=S)N(CCc1c(C)[nH]c2ccccc12)Cc1cc(OC)c(OC)c(OC)c1 as listed: TRb SRC2 PPI: 8%; Tau fluor counter: ?; HTT ATP protect: /; Tau fibril FP: 13%; RECQ1 helicase: i; Tau ThT inhib: -20%; TR SRC2 fluor cs: -2%; L3MBTL1 inh: -15%

(more compounds)
SMILES	TRb SRC2 PPI	Tau fluor counter	HTT ATP protect	Tau fibril FP	RECQ1 helicase	Tau ThT inhib	TR SRC2 fluor cs	L3MBTL1 inh
C#Cc1cccc(NC(=O)c2ccc(Cl)cc2Cl)c1	1%	-16%	-1%[10 µM]	-5%	i	-10%	1%	27%
CCOC(=O)c1c(NS(=O)(=O)c2cccc(OC)c2)sc2c1CCC2	1%	-25%	14µM*	-10%	?	?	4%	?
CCOC(=O)Cc1csc(NC(=O)CCC(=O)O)n1	5%	22%	1%[10 µM]	9%	10%	9%	3%	-9%
Cc1ccc(C(=O)N2c3nc(-c4ccco4)nn3C3(CCCCC3)[C@@H]3CCCC[C@@H]32)cc1	-2%	-1%	/	-2%	/	-1%	5%	/
CCCNC(=O)Cn1c(=O)/c(=C\c2ccc(-c3ccc([N+](=O)[O-])cc3)o2)s/c1=C\C(=O)C(C)(C)C	3%[53 µM]	-25%	20%[10 µM]	3%	-11%	?	-1%[53 µM]	-4%
Cc1ccc(O)c(-c2n[nH]c3c2C(c2ccccc2F)N(Cc2ccco2)C3=O)c1 (configuration not stated)	2%	?	/	-9%	/	?	-4%	/
O=C(O)CCC1(C(=O)O)OCCc2ccccc21 (configuration not stated)	-4%	-6%	?	-6%	i	-10%	1%	6%
CCCN1C(=O)/C(=C/c2cc(C)n(C)c2C)SC1=Nc1ccc(OCC)cc1	5%	?	-23%	?	-9%	?	4%	-5%
CCN(CC)Cc1ccccn1	-5%	-16%	10%[10 µM]	-4%	i	-16%	-2%	20%
COc1ccc(S(=O)(=O)N2CCC(NC(=O)Nc3ccc(C)cc3)CC2)cc1	6%	-19%	-7%	-4%	-9%	-3%	-1%	1%
CCCCN(CC)Cc1ccc(CNC(=O)Nc2ccccc2)o1	-5%	-4%	20%	4%	i	-12%	-5%	/
CCOc1ccc(CCNC(=O)CN2CCN(Cc3ccc(Cl)cc3)C2=O)cc1OCC	-7%	-9%	/	7%	/	-11%	0%	/
Cc1cc(NCCCn2ccnc2)n2nc(-c3ccc(Cl)cc3)cc2n1	-1%	-4%	-13%[10 µM]	1%	i	0%	2%	-4%
COc1ccc(NC(=O)Cn2c(=O)n(-c3ccc(C)c(C)c3)c(=O)c3c(C)c(C)sc32)cc1	0%	-20%	/	-12%	/	-9%	0%	/
C/C(=N\OCc1ccccc1C#N)c1cc2ccccc2o1	0%	-24%	-43%[inhibitor]	-2%	-28%	-15%	-1%	/
CCCCC(=O)NC1(C(F)(F)F)C(=O)Nc2c1c(=O)[nH]c(=O)n2-c1ccc(F)cc1 (configuration not stated)	-2%	4%	/	-2%	/	8%	-2%	/
COc1ccc(OC)c(C2C(C(=O)O)c3ccccc3C(=O)N2C)c1 (configuration not stated)	-7%	?	5%	?	-6%	-3%	-1%	5%
COc1ccccc1NC(=O)COC(=O)C1CCN(/C=C/C(=O)C(F)(F)F)CC1	-1%	-4%	31%[10 µM]	-4%	-7%	-11%	2%	13%
Cc1cccc(NC(=O)C2=C(O)c3ccccc3N(C)S2(=O)=O)c1	-6%	-2%	-22%[10 µM]	5%	-3%	-8%	-3%	6%
NS(=O)(=O)c1ccc(NC(=S)N2CCN(Cc3ccc4c(c3)OCO4)CC2)cc1	5%	2%	13%[10 µM]	2%	i	-1%	-2%	-8%

Limited to HTT ATP protect, for 2 of the compounds above:
| Compound | HTT ATP protect |
| --- | --- |
| CCN(CC)Cc1ccccn1 | 10%[10 µM] |
| COc1ccc(S(=O)(=O)N2CCC(NC(=O)Nc3ccc(C)cc3)CC2)cc1 | -7% |

Following part:
SMILES	TRb SRC2 PPI	Tau fluor counter	HTT ATP protect	Tau fibril FP	RECQ1 helicase	Tau ThT inhib	TR SRC2 fluor cs	L3MBTL1 inh
O=C(NC1CCCCC1)c1ccc2c(c1)N(Cc1cccc(Cl)c1)C(=O)c1ccccc1S2=O (configuration not stated)	-3%	-12%	/	-2%	/	-7%	2%	/
Cc1ccc(C(=O)Cn2cncn2)cc1	2%	4%	11%[10 µM]	-6%	10%	8%	-2%	4%
O=C(NC1CCCc2ccccc21)C1CCN(S(=O)(=O)c2cccc3nonc23)CC1 (configuration not stated)	-8%	-13%	-3%	-2%	-4%	-9%	0%	/
O=C(Cn1cc(S(=O)(=O)Cc2ccccc2)c2ccccc21)Nc1ccccc1	0%[53 µM]	?	13%[10 µM]	-7%	-19%	-12%	-2%[53 µM]	-15%
O=C(CN1CCc2ccccc2C1)Nc1cc(S(=O)(=O)N2CCOCC2)ccc1N1CCCC1	-6%	8%	-15%[10 µM]	0%	-15%	-7%	-2%	-1%
NC(=O)CC1NC(=O)c2cc([N+](=O)[O-])cc(I)c2OCCC(C(N)=O)NC(=O)[C@@H]2CCCN2C1=O (some centres not stated)	2%	-1%	/	2%	-5%	1%	-1%	12%
COc1ccc(OC)c(C(=O)CSc2ncc3c(n2)-c2ccccc2N(Cc2ccccc2C)S3(=O)=O)c1	10%	-8%	/	-16%	/	3%	-1%	/
COc1ccc(/C=C(\C#N)c2nc3ccccc3c(=O)[nH]2)cc1OC	0%	-10%	/	-7%	/	-14%	-12%	/
O=[N+]([O-])c1cc(-c2cnc3ccccc3n2)ccc1Cl	-5%	-22%	23%[10 µM]	-4%	-5%	?	-1%	-1%
COC(=O)C1(c2ccccc2)NC(c2ccc(O)cc2)C2C(=O)N(c3ccc4c(c3)OCO4)C(=O)C21 (configuration not stated)	4%	-8%	15%[10 µM]	4%	-1%	-1%	-6%	/
COc1ccc(OC)c(C(=O)NC(CC(N)=O)c2ccc(NCCN3CCOCC3)c([N+](=O)[O-])c2)c1 (configuration not stated)	4%	9%	0%[10 µM]	7%	i	-14%	-1%	/
CC(=O)c1sc(NC(=O)C2COc3ccccc3O2)nc1C (configuration not stated)	3%	5%	-3%[10 µM]	13%	i	0%	-2%	45%[activator]
COc1ccc(-c2noc(CCC(=O)NC3CCCCC3)n2)cc1OC	-3%	-10%	-16%[0.074 µM]	-9%	i	4%	-6%	/
